TcdB GH inh = inhibitors of Clostridioides difficile toxin B glycohydrolase | actives 0.24% (n = 350,000) | TcdB glycohydrolase enzymatic assay, plate reader | inhibition, % at 9.99 µM | P18177; in the data active = inhibition above about 10%
* hit, by the source's call. These rows are one share of the data; count on the stated rates, not on these rows.

SMILES | TcdB GH inh
O=C(NCc1ccncc1)[C@@H]1N[C@@H]2c3ccc(/C=C/c4ccccc4)c(=O)n3C[C@@H]2[C@H]1CO | 0.1
C[C@@H]1CN([C@H](C)CO)C(=O)c2cc(NC(=O)Nc3ccccc3)ccc2O[C@H]1CN(C)C(=O)Nc1ccc(C(F)(F)F)cc1 | 0.1
C[C@@H]1CCCCO[C@@H](CN(C)C(=O)C2CCCCC2)[C@H](C)CN([C@H](C)CO)C(=O)c2cc(NC(=O)c3ccncc3)ccc2O1 | -3.1
COc1ccccc1C#Cc1ccc2c(c1)O[C@@H](CN(C)Cc1ccncc1)[C@H](C)CN([C@H](C)CO)S2(=O)=O | -5.6
C[C@H](CO)N1C[C@H](C)[C@H](CN(C)C(=O)C2CCC2)Oc2cc(C3=CCCC3)ccc2S1(=O)=O | -0.6
O=C(Nc1cc(F)ccc1F)N1CC(=O)N2[C@H](C1)[C@H](c1ccc(-c3cccnc3)cc1)[C@@H]2CO | 0.3
CN(C)CC(=O)N[C@H]1CC[C@@H](CCNC(=O)C2CCCCC2)O[C@@H]1CO | 1.3
C[C@H]1CN([C@@H](C)CO)C(=O)Cc2cc(NS(=O)(=O)c3cn(C)cn3)ccc2O[C@H]1CN(C)C(=O)Nc1ccc(C(F)(F)F)cc1 | 1.8
C[C@H]1CN([C@@H](C)CO)C(=O)c2ccccc2-c2ccccc2CO[C@H]1CN(C)Cc1cccc(O)c1 | 0.6
O=C(C[C@@H]1C=C[C@@H](NC(=O)c2ccncc2)[C@H](CO)O1)NCC1CC1 | -0.1
CCNC(=O)C[C@H]1CC[C@@H](NC(=O)C2CC2)[C@@H](CO)O1 | -2.6
COc1ccccc1-c1ccc2c(c1)O[C@@H](CN(C)C(=O)c1ccccc1)[C@@H](C)CN([C@H](C)CO)S2(=O)=O | 0.4
Cc1noc(C)c1NC(=O)N(C)C[C@@H]1OCCCC[C@H](C)Oc2ccc(NC(=O)NC3CCCCC3)cc2C(=O)N([C@@H](C)CO)C[C@H]1C | 0.2
COCC(=O)Nc1ccc2c(c1)[C@H]1C[C@@H](CC(=O)NCc3cccnc3)O[C@@H](CO)[C@H]1O2 | -0.4
CO[C@@H]1CN(C)C(=O)c2ccc(NC(=O)Cc3ccccc3)cc2OC[C@H](C)N(C(C)=O)C[C@@H]1C | -0.3
C[C@H]1CN([C@@H](C)CO)C(=O)c2cccc(NC(=O)C3CC3)c2O[C@H]1CN(C)Cc1ccccc1 | 1.1
C[C@H](CO)N1C[C@H](C)[C@H](CN(C)C(=O)Nc2ccccc2)Oc2ccc(NS(=O)(=O)c3ccccc3)cc2CC1=O | 0.5
C[C@@H]1CN([C@@H](C)CO)S(=O)(=O)c2ccc(-c3ccc(F)cc3)cc2O[C@H]1CN(C)C(=O)c1ccccc1F | 0.6
COc1cccc(S(=O)(=O)N2C[C@H](O)COC[C@H]3O[C@H](CC(=O)N4CCOCC4)CC[C@@H]32)c1 | -1.3
COc1ccc(NC(=O)N(C)C[C@@H]2Oc3ccc(NS(=O)(=O)c4ccc(OC)cc4)cc3CC(=O)N([C@@H](C)CO)C[C@@H]2C)cc1 | -0.2
COc1ccc(S(=O)(=O)Nc2ccc3c(c2)C(=O)N([C@H](C)CO)C[C@H](C)[C@@H](CN(C)C(=O)c2ccncc2)OCCCC[C@@H](C)O3)cc1 | -0.2
CN1C(=O)c2cc(NC(=O)NC3CCCC3)ccc2OC[C@@H]2O[C@H](CC(=O)NCC3CC3)CC[C@H]21 | 1.8
Cc1noc(C)c1NC(=O)Nc1ccc2c(c1)C(=O)N([C@@H](C)CO)C[C@H](C)[C@@H](CN(C)Cc1ccccc1)OCCCC[C@@H](C)O2 | -0.4
C[C@@H]1CN([C@H](C)CO)C(=O)c2ccccc2-c2ccccc2CO[C@@H]1CN(C)S(=O)(=O)c1ccc([N+](=O)[O-])cc1 | 1.5
C[C@@H]1CCCCO[C@@H](CN(C)CC2CCCCC2)[C@@H](C)CN([C@@H](C)CO)C(=O)c2cc(NC(=O)CCCN(C)C)ccc2O1 | 0.1

Next part; it opens with the 4 that closed the last part.
SMILES | TcdB GH inh
CN1C(=O)c2cc(NC(=O)NC3CCCC3)ccc2OC[C@@H]2O[C@H](CC(=O)NCC3CC3)CC[C@H]21 | 1.8
Cc1noc(C)c1NC(=O)Nc1ccc2c(c1)C(=O)N([C@@H](C)CO)C[C@H](C)[C@@H](CN(C)Cc1ccccc1)OCCCC[C@@H](C)O2 | -0.4
C[C@@H]1CN([C@H](C)CO)C(=O)c2ccccc2-c2ccccc2CO[C@@H]1CN(C)S(=O)(=O)c1ccc([N+](=O)[O-])cc1 | 1.5
C[C@@H]1CCCCO[C@@H](CN(C)CC2CCCCC2)[C@@H](C)CN([C@@H](C)CO)C(=O)c2cc(NC(=O)CCCN(C)C)ccc2O1 | 0.1
O=C(Nc1ccccc1)N1CC(=O)N2[C@H](C1)[C@@H](c1ccc(C#Cc3cccnc3)cc1)[C@@H]2CO | -0.4
COc1cccc(S(=O)(=O)N[C@H]2CC[C@H](CCn3cc(-c4ccccc4OC)nn3)O[C@H]2CO)c1 | -0.3
C[C@H](CO)N1C[C@H](C)[C@H](CN(C)C(=O)Nc2ccccc2)Oc2ccc(NS(=O)(=O)c3ccccc3)cc2C1=O | 0.2
C[C@@H](NC(=O)[C@H]1[C@H](CO)[C@H]2Cn3c(cccc3=O)[C@@H]1N2Cc1ccncc1)c1ccccc1 | -0.8
CN(C)C(=O)[C@@H]1[C@@H](CO)[C@@H]2Cn3c(ccc(-c4ccccc4)c3=O)[C@@H]2N1Cc1ccccc1 | 1.0
COc1ccc(S(=O)(=O)N2CCCCN3[C@H](C2)[C@H](c2ccc(C#CC4CC4)cc2)[C@@H]3CO)cc1 | -0.2
OC[C@H]1[C@H](c2ccc(C#Cc3ccccc3F)cc2)[C@@H]2CN(Cc3cncnc3)CCCCN12 | -0.6
COc1ccc(S(=O)(=O)N(C)C[C@@H]2OCCCC[C@@H](C)Oc3ccc(NC(=O)Nc4c(C)noc4C)cc3C(=O)N([C@H](C)CO)C[C@H]2C)cc1 | -0.5
O=C(C[C@H]1CC[C@@H](NC(=O)c2ccc(F)cc2)[C@@H](CO)O1)NCc1ccncn1 | 0.1
C[C@@H]1CN([C@@H](C)CO)C(=O)c2cc(NS(=O)(=O)c3ccc(Cl)cc3)ccc2O[C@@H](C)CCCCO[C@H]1CN(C)Cc1ccc(C(F)(F)F)cc1 | -1.0
CO[C@@H]1CN(C)C(=O)c2ccc(NS(C)(=O)=O)cc2OC[C@@H](C)N(C(=O)C2CCOCC2)C[C@H]1C | -4.7
N#C[C@@H]1[C@H](c2ccc(C#CC3CCCCC3)cc2)[C@@H](CO)N1S(=O)(=O)c1ccccc1 | -1.9
C[C@@H](NC(=O)C[C@@H]1CC[C@H](NC(=O)C2CCOCC2)[C@H](CO)O1)c1ccccc1 | 0.0
COc1cccc(-c2ccc3c(c2)O[C@H](CN(C)Cc2cccnc2)[C@H](C)CN([C@@H](C)CO)S3(=O)=O)c1 | -1.0
C[C@@H]1CN([C@H](C)CO)C(=O)c2cccc(NS(=O)(=O)c3cn(C)cn3)c2O[C@@H]1CN(C)Cc1ccc(C(=O)O)cc1 | 0.3
COc1ccc(CN2CC3(CN(C(C)=O)C3)c3c(n(C)c4cc(OC)ccc34)[C@H]2CO)cc1 | -0.4
CO[C@H](C(=O)N(C)C[C@@H]1OCc2ccccc2-c2ccccc2C(=O)N([C@H](C)CO)C[C@H]1C)c1ccccc1 | 0.7
O=C(C[C@H]1CC[C@@H]2[C@H](COC[C@@H](O)CN2S(=O)(=O)c2ccc(F)cc2)O1)NCc1ccc(Cl)c(Cl)c1 | -0.2
COc1cccc(S(=O)(=O)N(C)C[C@@H]2OCc3ccccc3-c3ccccc3C(=O)N([C@H](C)CO)C[C@H]2C)c1 | -1.0
C[C@H](CO)N1C[C@H](C)[C@H](CN(C)C(=O)Nc2ccc3c(c2)OCO3)Oc2c(NS(C)(=O)=O)cccc2C1=O | -0.3
CC(C)C#Cc1ccc2c(c1)O[C@H](CN(C)C(=O)Cc1ccccn1)[C@@H](C)CN([C@H](C)CO)S2(=O)=O | 0.0
C[C@@H]1CCCCO[C@@H](CN(C)C(=O)C2CCCCC2)[C@@H](C)CN([C@H](C)CO)C(=O)c2cc(NS(=O)(=O)c3ccc(Cl)cc3)ccc2O1 | 0.4
CO[C@H](CN(C)S(=O)(=O)c1ccc(C)cc1)[C@@H](C)CN([C@H](C)CO)S(=O)(=O)c1cccc(Cl)c1 | 0.6
C[C@H]1CN([C@@H](C)CO)C(=O)Cc2cc(NC(=O)c3ccncc3)ccc2O[C@@H]1CN(C)C(=O)Nc1ccc(C(F)(F)F)cc1 | 0.3
CCCNC(=O)N1C[C@H](O)COC[C@@H]2O[C@@H](CC(=O)N[C@@H]3CCN(Cc4ccccc4)C3)CC[C@H]21 | -1.1

The list goes on:
SMILES | TcdB GH inh
C[C@@H]1CN([C@@H](C)CO)C(=O)c2cc(C#CC(C)(C)O)cnc2O[C@@H]1CN(C)C(=O)CN(C)C | -1.5
COc1ccc(S(=O)(=O)Nc2ccc3c(c2)C(=O)N(C)C[C@H](OC)[C@@H](C)CN[C@H](C)CO3)cc1 | -0.6
C[C@@H]1CCCCO[C@@H](CN(C)Cc2ccc(C(F)(F)F)cc2)[C@H](C)CN([C@@H](C)CO)C(=O)c2cc(NC(=O)NC3CCCCC3)ccc2O1 | 0.2
C[C@@H](O)C#Cc1ccc([C@@H]2[C@@H](CO)N3CCCCN(CC4CCOCC4)C[C@@H]23)cc1 | -1.8
C[C@H]1CCCCO[C@H](CN(C)S(=O)(=O)c2ccc(F)cc2)[C@@H](C)CN([C@@H](C)CO)C(=O)c2cc(NS(=O)(=O)c3ccccc3)ccc2O1 | -2.5
Cc1noc(C)c1S(=O)(=O)Nc1ccc2c(c1)C(=O)N([C@H](C)CO)C[C@H](C)[C@@H](CN(C)Cc1ccc(C(F)(F)F)cc1)O2 | 0.0
CN1CCN(C(=O)C[C@@H]2CC[C@@H]3[C@H](COC[C@@H](O)CN3C(=O)c3ccccc3F)O2)CC1 | -0.7
C/C=C/c1cnc2c(c1)C(=O)N([C@H](C)CO)C[C@H](C)[C@@H](CN(C)C(=O)Nc1cccc(OC)c1)O2 | 0.1
O=S(=O)(c1cccc(F)c1)N1CC[C@@H]2[C@H]1c1cc(Br)ccc1N[C@@H]2CO | -1.5
C[C@@H]1CN([C@@H](C)CO)C(=O)CCCn2cc(nn2)CO[C@@H]1CN(C)C(=O)CCCN(C)C | -0.9
C[C@H](CO)N1C[C@H](C)[C@H](CN(C)Cc2ccc(C(=O)O)cc2)Oc2ccc(NC(=O)Nc3ccc4c(c3)OCO4)cc2C1=O | 0.0
CN1CCN(C(=O)C[C@@H]2C[C@H]3c4cc(NC(=O)NC5CCCCC5)ccc4O[C@H]3[C@H](CO)O2)CC1 | -1.0
CC(=O)N[C@H]1C=C[C@@H](CC(=O)NCc2ccc(Cl)cc2)O[C@H]1CO | 0.5
CNC[C@@H]1Oc2ccc(NC(=O)CCC(F)(F)F)cc2CC(=O)N([C@H](C)CO)C[C@H]1C | -2.8
COC(=O)C[C@H]1CC[C@@H]2[C@H](COC[C@H](O)CN2S(=O)(=O)c2ccc(F)cc2)O1 | -1.4
C[C@H](CO)N1C[C@H](C)[C@H](CN(C)C(=O)C2CCOCC2)Oc2cc(C3=CCCCC3)ccc2S1(=O)=O | 0.1
O=C(C[C@@H]1C=C[C@@H](NC(=O)C2CCC2)[C@H](CO)O1)NCCCN1CCOCC1 | 0.3
CCN1[C@H](C(=O)Nc2ccccc2)[C@@H](CO)[C@@H]2Cn3c(ccc(-c4ccccc4)c3=O)[C@@H]21 | -0.6
C[C@H](CO)N1C[C@H](C)[C@@H](CN(C)CC2CCCCC2)Oc2ccc(NS(=O)(=O)c3ccc(F)cc3)cc2C1=O | 0.1
CC(C)NC(=O)N[C@H]1C=C[C@H](CC(=O)O)O[C@@H]1CO | 0.9
C[C@H](CO)N1C[C@H](C)[C@@H](CN(C)C(=O)Nc2ccc(F)cc2)Oc2ccc(NS(=O)(=O)c3cn(C)cn3)cc2CC1=O | 0.9
CCC(=O)N(C)C[C@@H]1Oc2ncc(C#C[C@@H](C)O)cc2C(=O)N([C@H](C)CO)C[C@@H]1C | 0.1
CO[C@H]1CN(C)C(=O)c2cc(NS(C)(=O)=O)ccc2OC[C@H](C)N(C(=O)C2CC2)C[C@@H]1C | -0.1
N#C[C@H]1[C@H](c2ccc(-c3cncnc3)cc2)[C@@H](CO)N1C(=O)C1CCC1 | -0.4
C[C@@H]1CN([C@@H](C)CO)C(=O)Cc2cc(NS(=O)(=O)c3ccccc3)ccc2O[C@@H]1CN(C)Cc1ccc(C(=O)Nc2ccccc2N)cc1 | 0.6
C[C@@H]1CN([C@H](C)CO)C(=O)c2cc(NS(=O)(=O)c3ccc(F)cc3)ccc2O[C@H]1CN(C)Cc1ccc(-c2ccccc2)cc1 | 0.7
CCS(=O)(=O)N1CC2(C1)[C@@H](c1ccccc1)[C@@H](CO)N2C(=O)c1ccccc1 | -0.7
C[C@@H]1CN([C@@H](C)CO)S(=O)(=O)c2ccc(C#Cc3ccc(F)cc3)cc2O[C@@H]1CN(C)S(=O)(=O)c1cn(C)cn1 | 1.0
C[C@@H]1CN([C@H](C)CO)C(=O)c2cc(NC(=O)CCCN(C)C)ccc2O[C@H]1CN(C)Cc1ccncc1 | -1.5
CCCC#Cc1cnc2c(c1)C(=O)N([C@@H](C)CO)C[C@@H](C)[C@@H](CN(C)C(=O)NC1CCCC1)O2 | -0.5

As entered above.
Cc1noc(C)c1S(=O)(=O)Nc1ccc2c(c1)C(=O)N([C@H](C)CO)C[C@H](C)[C@@H](CN(C)Cc1ccc(C(F)(F)F)cc1)O2 – TcdB GH inh = 0.0
CC(=O)N[C@H]1C=C[C@@H](CC(=O)NCc2ccc(Cl)cc2)O[C@H]1CO – TcdB GH inh = 0.5
C[C@@H]1CN([C@H](C)CO)C(=O)c2cc(NC(=O)CCCN(C)C)ccc2O[C@H]1CN(C)Cc1ccncc1 – TcdB GH inh = -1.5
CCCC#Cc1cnc2c(c1)C(=O)N([C@@H](C)CO)C[C@@H](C)[C@@H](CN(C)C(=O)NC1CCCC1)O2 – TcdB GH inh = -0.5
O=S(=O)(c1cccc(F)c1)N1CC[C@@H]2[C@H]1c1cc(Br)ccc1N[C@@H]2CO – TcdB GH inh = -1.5
C[C@@H](O)C#Cc1ccc([C@@H]2[C@@H](CO)N3CCCCN(CC4CCOCC4)C[C@@H]23)cc1 – TcdB GH inh = -1.8

High-throughput results: PubChem, Broad Institute
